SKN-1 inh = C. elegans SKN-1 inhibition | C. elegans VP596 Pgst-4::GFP/RFP ratio, acrylamide-induced, 24 h | inhibition, % at 21.8 µM | 360,000 compounds, 0.49% hits | AID 624304;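 active = interference check ratio from 0.5 to 1.5 plus GFP to RFP signal ratio inhibition reaching or exceeding a fixed threshold, cut at about 30% in these data, passing the limit was not always enough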; also: some compounds called inactive have numbers as strong as hits
Tb MetRS inh = blocks T. brucei methionyl-tRNA synthetase activity. inhibition, % at 11.9 µM. 360,000 compounds, 0.4% hits. purified T. brucei MetRS, ATP depletion, Kinase-Glo luminescence;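 active = inhibition above a per-plate cutoff of the control wells' mean inhibition plus 3 SD, cut at about 5.5% in these data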;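 also: 0% = DMSO wells median and 100% = median of wells with control inhibitor compound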
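Material – parasite MetRS enzyme · Medium – HEPES-MgCl2-KCl buffer plus DTT, spermine, BSA, pyrophosphatase · Reagent – ATP, methionine and E. coli bulk tRNA substrates · Times – 15 min enzyme-compound preincubation, 2 h reaction, 10 min detection, 25 °C · Measured by – luminescence of leftover ATP · Evaluation – percent inhibition relative to median high and low control wells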
NRP1-CendR mod = NRP-1/CendR interaction modulation; inhibition, % at 25 µM; O14786; FAM-RPARPAR peptide binding to NRP-1, fluorescence polarization; 360,000 compounds, 0.85% hits;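 active = inhibition or corrected inhibition above about 18%, plus a signal ratio from 0.5 to 1.5, limit read from the data, passing the limit was not always enough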; also: strong numbers were not always called active
MT1-MMP act inh = inhibitors of human MT1-MMP activation | P50281 | HT1080 RFP-PRO-GFP cells, GFP/RFP ratio fluorescence, overnight; percent of plate control window, DMSO zero | GFP/RFP ratio change, % at 20 µM | AID 651647 | 360,000 compounds, 0.061% hits;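 active = GFP/RFP ratio change of at least 30% with cell ATP level not reduced by more than half and red fluorescence within 50% of control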; also: strong numbers were not always called active
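Assay system: HT1080 cells carrying an RFP-PRO-GFP reporter | Dosing: Single dose of 20 µM compound, 1% DMSO final | Incubation: Cells overnight before dosing, compound overnight, 37 °C, 5% CO2 | Evaluation: GFP/RFP fluorescence ratio | Control set: DMSO and RFP-L50D-GFP cell wells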
MsrA act = bovine methionine sulfoxide reductase A activation; purified bovine MsrA, absorbance read-out; 360,000 compounds, 0.3% hits; activation, % at 10.6 µM; in the data active = activation above about 7.5%;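 also: 0% = vehicle and 100% = reference activator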
PABP1 MLLE inh = inhibitors of microRNA-mediated deadenylation, human PABP1 MLLE binding; P11940; GST-MLLE / FITC-PAM2 fluorescence polarization; inhibition, % at 20 µM; 360,000 compounds, 0.36% hits; AID 588489; in the data active = inhibition above about 35%, passing the limit was not always enough;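 also: plate controls were DMSO wells with GST-MLLE for no effect and wells lacking GST-MLLE protein for full effect; some results filed as inactive read as strong as hits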
Target sequence (P11940 whole entry, looked up): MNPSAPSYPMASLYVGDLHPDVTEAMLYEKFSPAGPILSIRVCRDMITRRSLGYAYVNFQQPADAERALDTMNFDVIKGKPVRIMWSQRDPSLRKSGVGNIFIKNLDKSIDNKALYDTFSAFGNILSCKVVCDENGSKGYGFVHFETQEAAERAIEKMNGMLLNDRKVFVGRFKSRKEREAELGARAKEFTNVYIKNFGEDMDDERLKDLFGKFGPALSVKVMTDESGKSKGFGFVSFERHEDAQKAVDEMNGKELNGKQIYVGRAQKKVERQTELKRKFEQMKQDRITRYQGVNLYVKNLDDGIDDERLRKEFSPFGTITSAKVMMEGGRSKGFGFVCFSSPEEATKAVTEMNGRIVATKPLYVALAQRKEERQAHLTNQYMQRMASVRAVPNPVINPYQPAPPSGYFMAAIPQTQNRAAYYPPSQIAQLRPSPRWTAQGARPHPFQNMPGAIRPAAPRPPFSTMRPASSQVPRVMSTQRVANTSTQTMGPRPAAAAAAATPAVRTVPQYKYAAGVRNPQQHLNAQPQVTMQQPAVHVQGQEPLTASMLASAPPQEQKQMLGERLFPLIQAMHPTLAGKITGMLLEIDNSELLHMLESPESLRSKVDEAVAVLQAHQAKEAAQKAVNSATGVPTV
eLon inh = E. coli protease La inhibition; P0A9M0; purified E. coli Lon protease, fluorescence polarization; inhibition, % at 7.94 µM; 360,000 compounds, 0.42% hits; in the data active = inhibition above about 13%, passing the limit was not always enough;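 also: 0% = enzyme with probe and DMSO and 100% = no enzyme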
MsrA inhibitor = bovine MsrA inhibition | inhibition, % at 15.5 µM | 360,000 compounds, 0.75% hits | purified bovine MsrA, absorbance read-out; in the data active = inhibition above about 4.5%;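 also: 0% = vehicle wells with enzyme and 100% = reference inhibitor wells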
FAS TE block = blocks the thioesterase domain of human fatty acid synthase | P49327 | 360,000 compounds, 0.67% hits | inhibition, % at 15 µM | recombinant FAS-TE, OMFH fluorogenic substrate, fluorescence endpoint;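 active = compounds whose normalised, plate-corrected inhibition of enzyme fluorescence in the single-dose primary screen is 50% or more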;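 also: 0% = DMSO with enzyme and 100% = substrate without enzyme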
An asterisk follows results filed as active; · = no result given.

SMILES	SKN-1 inh	Tb MetRS inh	NRP1-CendR mod	MT1-MMP act inh	MsrA act	PABP1 MLLE inh	eLon inh	MsrA inhibitor	FAS TE block
Clc1ccccc1CN(Cc1ccccc1)c1ncnc2nc[nH]c12	7	-0.6	10	-2	-4	2	-8	-0.4	7
Cc1cc(C)cc(Nc2ncnc3nc[nH]c23)c1	0	-0.3	9	8	-8	-2	0	-0.3	-40
O=C(NCCS(=O)(=O)NCc1ccccn1)c1ccccc1	10	-0.5	14	-8	-3	0	0	-0.8	-4
COc1ccccc1N1CCN(/N=C/c2ccc(C(=O)O)cc2)CC1	30	-0.9	12	2	-1	2	-12	-1.0	-2
COc1ccc(CNC(=O)CN2C(=O)c3ccccc3C2=O)cc1	8	-0.2	10	-3	-1	1	3	-0.7	-3
O=C(N/N=C/c1c(O)n(-c2ccccc2Cl)c(=O)c2ccccc12)c1cccnc1	0	-1.1	-98	·	-14	-144	-116	3.3	0
COc1cc(OC)c(OC)cc1CNC(=O)c1ccc(S(=O)(=O)N2CC(C)OC(C)C2)cc1 (stereo not given)	7	0.2	2	5	-2	-6	-6	1.3	-5
CCOC(=O)C(CCCOc1cccc(CC)c1)C(=O)OCC	-11	-1.3	7	2	-11	-3	-3	0.4	8
Cc1ccc2nc(SCc3nnc(-c4ccccc4)o3)[nH]c2c1	17	2.1	3	7	3	-74	-2	0.5	-7
CCNC(=O)C1(C)CCN(C(=O)c2ccc3snnc3c2)C1 (stereo not given)	9	0.1	5	-1	0	-1	1	0.0	-2
Cc1ccc(C(O)c2ncc(-c3ccccc3C(F)(F)F)[nH]2)cc1F (stereo not given)	18	0.0	2	-1	0	-4	-8	-1.6	-1
O=S(=O)(c1ccc(Br)cc1)N1CCN=C1SCc1cccc(F)c1	0	-0.5	5	-1	-4	3	-3	-1.2	29
O=C(NC(=S)Nc1cccc(NC(=S)NC(=O)c2ccccc2)c1)c1ccccc1	5	0.7	-39	-8	-1	-8	-96	-0.2	6
Cc1cccn2c(=O)c3cc(S(=O)(=O)c4ccccc4)c(=N)n(Cc4ccc(F)cc4)c3nc12	2	-0.1	2	-26	-4	12	-6	-0.7	45
Cc1cc(C(=O)CSc2nnnn2C)c(C)n1-c1ccc2c(c1)OCCO2	15	-0.3	-1	2	2	-32	-3	0.2	5
COc1ccc(CCNC(=O)CCC(=O)N2CCOc3ccccc32)cc1OC	1	0.2	-3	2	0	-3	0	0.5	-2
CC(C)n1cnc2c(NCc3ccc(S(N)(=O)=O)cc3)nc(NCc3ccc(S(N)(=O)=O)cc3)nc21	6	-0.1	32*	-1	-3	13	-14	1.1	-10
O=C(NCC(c1ccco1)N1CCCC1)c1ccccc1Sc1ccc(C(F)(F)F)cc1[N+](=O)[O-] (stereo not given)	9	-0.1	6	4	-3	1	-3	-0.9	22
C=CCN1CCN(c2ccncc2S(=O)(=O)N2CCCCC2)CC1	5	-0.1	-5	-9	-2	-1	-1	2.9	-4
O=C(O)CSCC(=O)N1CCN(S(=O)(=O)c2ccccc2)CC1	-10	-0.6	6	-3	-3	-7	2	-0.4	-5
CSc1nc(O)c(C(c2cccc([N+](=O)[O-])c2)c2c(O)nc(SC)[nH]c2=O)c(=O)[nH]1	-3	-2.3	7	3	-16	6	-3	-0.5	3
CCN1CCN(CCCN(Cc2ccco2)C(=S)Nc2ccc(Cl)cc2)CC1	1	-0.9	-8	-1	-4	-44	18	0.5	0
COc1ccc(CCNC(=O)Cn2nnc3ccccc3c2=O)cc1	1	-0.6	-5	0	-9	-4	3	-1.6	-6
CCNC(=O)C1(C)CCCN(C(=O)c2ccc3c(c2)C(C)(C)CCC3(C)C)C1 (stereo not given)	12	0.1	11	-1	-8	-11	-6	-0.3	-6
CCCCC(=O)NNC(=S)NCc1ccccc1	18	0.9	-4	-1	0	-48	9	0.4	-3

Quoted from the listing.
Reading of COc1ccc(CCNC(=O)CCC(=O)N2CCOc3ccccc32)cc1OC under MsrA inhibitor: 0.5
Reading of Cc1cc(C(=O)CSc2nnnn2C)c(C)n1-c1ccc2c(c1)OCCO2 under Tb MetRS inh: -0.3
Reading of Cc1ccc2nc(SCc3nnc(-c4ccccc4)o3)[nH]c2c1 under eLon inh: -2

The listing continues:
SMILES	SKN-1 inh	Tb MetRS inh	NRP1-CendR mod	MT1-MMP act inh	MsrA act	PABP1 MLLE inh	eLon inh	MsrA inhibitor	FAS TE block
Cc1ccccc1C(=O)Nc1ccc(C(=O)N/N=C/c2ccc(F)cc2)cc1	21	-0.4	16	5	-2	-7	-1	0.7	-3
Cc1c(C(=O)N2CCN(c3ccccn3)CC2)oc2c(F)cccc12	14	0.5	5	3	-2	4	-3	0.3	10
CN(C)C(=O)c1cccc(-c2cnc3c(NC=O)cc(-c4ccccc4Cl)cn23)c1	0	0.3	-13	-51	-4	-29	-14	0.6	4
Cc1cc2ncc(-c3cccc(Cl)c3)cn2n1	-2	0.8	5	1	-3	3	2	0.7	0
COCCN1C(=O)N[C@@H](c2ccccc2)[C@H](C(C)=O)[C@H]1C	0	-0.1	4	1	-2	1	7	0.4	-8
C/C(=N\N1C(=O)c2ccccc2C1=O)c1cccc([N+](=O)[O-])c1	16	0.0	-7	2	-5	-5	0	-0.7	-3
COc1ccc(Oc2ccccc2/C=C/C(=O)O)cc1	9	0.4	-1	5	-1	6	-2	0.0	-7
CN(C)S(=O)(=O)n1cnc(-c2ccccc2)c1-c1ccccc1	7	-0.2	3	-1	-3	1	7	0.4	-1
Cc1c(C2(O)C(=O)Nc3ccc(F)cc32)c(=O)n(-c2ccccc2)n1C (stereo not given)	-8	0.5	0	-7	6	-10	2	1.0	-4
COc1ccc(OC)c(-c2nnc3n2N=C(c2ccc(OC)c(OCC4CC4)c2)CS3)c1	2	-0.2	2	14	-2	-58	-3	·	8
CC(CCC(=O)O)C1CC[C@H]2C3CCC4CC(=O)CCC4(C)[C@H]3CC(=O)C12C (stereo not given in full)	13	0.0	-2	-2	-6	23	0	1.0	-7
Cc1cccc(C)c1OC1(c2ccccc2)OC(=O)c2ccccc21 (stereo not given)	7	-0.2	-5	3	-2	-3	3	0.2	27
Cc1nn(Cc2ccc(Cl)cc2)c(C)c1NC(=O)c1noc2c1CCc1ccccc1-2	2	-0.4	-9	-5	1	-1	-2	0.6	30
O=c1cc(-c2ccccc2)nc(N2CCN(Cc3ccccc3)CC2)[nH]1	-13	-1.2	11	-4	-6	0	-4	0.2	-2
CC(/C=C/c1ccccc1)=N/O	-8	0.1	10	4	-3	8	-6	1.5	-6
Cc1ccc(C2=Nn3c(COc4ccc(Cl)cc4)nnc3SC2CC(=O)O)cc1 (stereo not given)	10	0.0	-13	-5	-4	-47	-15	-0.9	0
Cc1ccc(NC(=O)C2CCCN(C(=O)c3ccc(Cl)cc3)C2)cc1 (stereo not given)	-3	0.3	-7	-2	-5	-11	-4	0.0	0
COc1ccc(Nc2nnc(Cc3ccc(Cl)cc3)c(=O)[nH]2)c(OC)c1	0	-0.1	6	3	-2	-7	-1	0.0	-38
O=C(NCCCN1CCCCCC1)c1ccc(CS(=O)(=O)Cc2ccccc2F)o1	-14	-1.1	30*	1	-4	-18	1	0.1	-13
CC(=O)c1c(C)nn(CCC(=O)O)c1C	13	-0.4	-10	0	-4	-1	1	-0.6	-7
O=C(COC(=O)CSc1ccc(F)cc1)NNC(=O)c1ccc([N+](=O)[O-])cc1	17	-0.4	1	1	1	21	-2	0.1	0
CC(C)C(C)NC(=O)COc1ncnc2ccccc12 (stereo not given)	22	-1.6	-6	-1	-12	-22	-10	0.1	-4
COC(=O)C1=C(C)OC(N)=C(C#N)C1c1ccsc1 (stereo not given)	15	0.1	-3	5	1	6	12	0.0	-5
Cc1noc(C)c1-c1nc(CS(=O)(=O)c2ccc(Cl)cc2)no1	2	-0.9	0	-1	-1	-3	3	0.9	9
CC(=O)Oc1ccc(C(=O)Nc2ccc(S(=O)(=O)NCC3CCCO3)cc2)cc1 (stereo not given)	10	-0.3	-15	0	-3	-8	-17	2.4	-4

Continued:
SMILES	SKN-1 inh	Tb MetRS inh	NRP1-CendR mod	MT1-MMP act inh	MsrA act	PABP1 MLLE inh	eLon inh	MsrA inhibitor	FAS TE block
COc1ccc2c(c1)CCN(C(=O)CCl)C2C1C(=O)CCCC1=O (stereo not given)	3	-0.4	-8	1	-5	0	-2	1.2	-4
CCOc1ccc(N2CC(C(=O)Nc3ccc(S(=O)(=O)NCC4CCCO4)cc3)CC2=O)cc1 (stereo not given)	14	-0.3	8	0	0	-3	1	1.1	0
O=C(Cc1n[nH]c(=O)c2ccccc12)OCC(=O)c1ccc(OC(F)F)cc1OC(F)F	3	-0.2	0	-2	-2	3	-10	1.3	-3
CCCCC(C(=O)NC(C)(C)C)N(Cc1ccccc1Cl)C(=O)c1snc(C(N)=O)c1N (stereo not given)	16	-1.0	1	-3	-4	5	-1	1.5	9
CCOC(=O)N1CCC(NC(=O)c2cc3cc4cc(OC)ccc4nc3o2)CC1	7	-0.1	-2	10	-4	1	7	-1.2	1
CCc1ccc(N(CC(=O)NCc2cccnc2)S(=O)(=O)c2ccccc2)cc1	11	0.0	-8	-3	-1	-4	-12	1.7	-3
Cc1cccc(-n2c(SCC(=O)NCc3ccc4c(c3)OCO4)nc3ccccc3c2=O)c1	1	-0.5	-7	-2	-1	-11	-8	2.0	12
Cc1cc(C)c([N+](=O)[O-])cc1NCC(=O)N1CCN(c2ccccc2)CC1	12	-0.6	-5	3	-1	2	-3	-0.6	78*
COc1cc(C(c2c(C)[nH][nH]c2=O)c2c(C)[nH][nH]c2=O)ccc1OS(=O)(=O)c1ccc(C)cc1	24	0.2	-5	-2	0	-19	12	-1.0	-17
NNC(=O)c1sccc1OCc1ccc(Cl)cc1Cl	-1	-0.7	-7	-3	-3	-7	-10	0.6	-2
C[C@H]1O[C@@H](n2cc(F)c(=O)[nH]c2=O)[C@H](O)[C@@H]1O	2	-0.1	-5	-2	-2	1	-8	-0.9	-3
CCCSc1ncnc2sc(C)c(C)c12	8	0.0	6	-2	-3	12	-4	-0.6	5
CCOc1cc(C2c3c(n[nH]c3C)C(=O)N2c2ccc(C)cc2)ccc1O (stereo not given)	9	0.3	7	-2	-4	8	-10	0.5	-7
CC(=O)c1cc(C(=O)Nc2ccc(C(=O)O)cc2)oc1C	17	-0.3	-1	3	-3	2	-1	0.9	-1
CC(Oc1ccc(F)cc1)c1ccnc2nc(/N=C/N(C)C)nn12 (stereo not given)	-1	0.4	2	-2	-4	-4	1	0.6	-6
COc1ccc(S(=O)(=O)N(C)CC(=O)NC2CCCC2)cc1Cl	2	-2.1	1	0	-10	-7	-4	0.5	-7
O=C(Nc1nnc(C2CC2)s1)c1ccco1	8	-0.3	6	3	-6	-9	-3	0.2	0
COc1cccc(/C=N/NC(=O)N/N=C/c2cccc(OC)c2O)c1O	10	0.2	4	5	-4	-1	10	0.7	2
CC1(c2nnc(-c3cccc(Cl)c3)o2)CC(c2ccccc2F)=NO1 (stereo not given)	-12	-0.3	14	1	-6	4	-6	1.5	17

Screening data deposited in PubChem by several laboratories.

No enrichment for hits; any-hit rate near 4%.
